PhoP inhibition: inhibitors of PhoP regulon expression, primary screen, Salmonella Typhimurium, GFP reporter (AID 1863); inhibition, % at 50 µM, or IC50 in µM where a hit was titrated; S. Typhimurium PhoP-regulated promoter GFP reporter, 4 h; higher % means a stronger effect; 300,000 tested, 0.16% active;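 active = inhibition over 29.93%, a cutoff 3 SD above the screen mean, later confirmed by dose response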;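 also: 0% = low Mg2+ inducing control and 100% = high Mg2+ repressing control; strong numbers were not always called active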
Myeloid diff MLP: myeloid differentiation induction; calls only at 10 µM; AID 624256; ER-HoxA9 myeloid progenitors, lysozyme-GFP differentiation, flow cytometry; 360,000 tested, 1% active;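 active = normalized GFP-positive differentiation at or above the plate's own cutoff, the solvent-only control mean plus 3 SD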;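 also: cells exposed to compound for four days before flow analysis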
Rac1 GTP hydrolysis: MgcRacGAP GTPase-activating activity inhibitors, confirmation, biochemical, ADP Hunter fluorescence. MgcRacGAP-stimulated Rac1 GTP hydrolysis, ADP Hunter fluorescence; higher % means a stronger effect; GST-tagged Rac1 F28L mutant substrate. 340,000 tested, 0.6% active. inhibition, % at 30 µM; hits with a dose series show IC50 in µM;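 active = first-screen hits whose inhibition reached a set limit at any dose in the follow-up dose series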;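 also: fluorescence reports GDP produced by GAP-driven GTP hydrolysis; strong numbers were not always called active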
NTR1 agonist: NTR1-driven beta-arrestin-GFP spot formation – imaging, U2OS cells, high content, primary screen (AID 493036); agonist mode; activation, % at 20 µM; 330,000 tested, 0.17% active;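 active = activation at or above 40% of the spot to cytoplasm intensity ratio, with at least 20 cells analyzed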;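 also: 0% = DMSO without peptide and 100% = 100 nM NTR1 peptide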
Target sequence (P30989 whole entry, looked up): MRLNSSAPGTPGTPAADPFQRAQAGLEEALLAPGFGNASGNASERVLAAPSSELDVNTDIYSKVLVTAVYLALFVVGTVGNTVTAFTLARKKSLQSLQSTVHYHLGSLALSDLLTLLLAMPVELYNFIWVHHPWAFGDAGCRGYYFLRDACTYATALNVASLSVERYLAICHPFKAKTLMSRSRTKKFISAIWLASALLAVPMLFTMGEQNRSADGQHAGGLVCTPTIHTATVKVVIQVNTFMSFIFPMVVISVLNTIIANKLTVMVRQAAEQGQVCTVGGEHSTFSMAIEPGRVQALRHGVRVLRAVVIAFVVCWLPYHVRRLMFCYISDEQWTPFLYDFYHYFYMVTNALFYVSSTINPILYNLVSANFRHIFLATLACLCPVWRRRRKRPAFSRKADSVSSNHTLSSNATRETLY
NTR1 agonist cell count 20 µM: further read-out of NTR1 agonist, marked with its call; cell count; measured here: cell count, cytotoxicity flag
Myeloid diff MLP GFP+ MAC1+ %: further read-out of Myeloid diff MLP, marked with its call; GFP+ MAC1+ double positive, %; measured here: differentiation confirmed by MAC1 staining
An asterisk follows results filed as active; i = inactive; nt = no result given; + = active, no number. An excerpt; count on the stated rates, not on these rows.

SMILES | PhoP inhibition | Myeloid diff MLP | Myeloid diff MLP GFP+ MAC1+ % | Rac1 GTP hydrolysis | NTR1 agonist | NTR1 agonist cell count 20 µM
CC1(C)C2CC[C@]3(C)[C@H](C(=O)C=C4[C@@H]5C[C@@](C)(C(=O)O)CC[C@]5(C)CC[C@]43C)[C@@]2(C)CC[C@@H]1O[C@H]1O[C@H](C(=O)O)[C@@H](O)[C@H](O)[C@H]1O[C@@H]1O[C@H](C(=O)O)[C@@H](O)[C@H](O)[C@H]1O (some centres undefined) | nt | i | 2.9 | nt | nt | nt
NC(N)=O | -8% | i | 2.2 | nt | -0.3 | 53
C=CC1CN2CCC1CC2C(O)c1ccnc2ccc(OC)cc12 (centres undefined) | nt | i | 2.9 | 1% | nt | nt
CC1(C)O[C@H]2CC(=O)OC[C@@]23C1CC(=O)[C@]1(C)C3CC[C@@]2(C)[C@H](c3ccoc3)OC(=O)[C@H]3O[C@]321 (some centres undefined) | nt | + | 5.4* | -3% | 3.0 | 83
COC(=O)C1=CO[C@@H](O[C@@H]2O[C@H](CO)[C@@H](O)[C@H](O)[C@H]2O)C2C1C[C@H](O)[C@@H]2C (some centres undefined) | nt | i | 0.7 | 7% | 0.8 | 46

2 neighbouring compounds already listed, quoted:
SMILES | PhoP inhibition | Myeloid diff MLP | Myeloid diff MLP GFP+ MAC1+ % | Rac1 GTP hydrolysis | NTR1 agonist | NTR1 agonist cell count 20 µM
CC1(C)O[C@H]2CC(=O)OC[C@@]23C1CC(=O)[C@]1(C)C3CC[C@@]2(C)[C@H](c3ccoc3)OC(=O)[C@H]3O[C@]321 (some centres undefined) | nt | + | 5.4* | -3% | 3.0 | 83
COC(=O)C1=CO[C@@H](O[C@@H]2O[C@H](CO)[C@@H](O)[C@H](O)[C@H]2O)C2C1C[C@H](O)[C@@H]2C (some centres undefined) | nt | i | 0.7 | 7% | 0.8 | 46

One compound at a time (already shown).
`C=CC1CN2CCC1CC2C(O)c1ccnc2ccc(OC)cc12` (centres undefined) is entered as PhoP inhibition: nt; Myeloid diff MLP: i; Myeloid diff MLP GFP+ MAC1+ %: 2.9; Rac1 GTP hydrolysis: 1%; NTR1 agonist: nt; NTR1 agonist cell count 20 µM: nt
`COC(=O)C1=CO[C@@H](O[C@@H]2O[C@H](CO)[C@@H](O)[C@H](O)[C@H]2O)C2C1C[C@H](O)[C@@H]2C` (some centres undefined) is entered as PhoP inhibition: nt; Myeloid diff MLP: i; Myeloid diff MLP GFP+ MAC1+ %: 0.7; Rac1 GTP hydrolysis: 7%; NTR1 agonist: 0.8; NTR1 agonist cell count 20 µM: 46

Compound activity deposited in PubChem BioAssay by several laboratories.
